Giardia FBPA inh = inhibitors of Giardia lamblia fructose-1,6-bisphosphate aldolase; purified Giardia FBPA; Potency, µM (top dose mostly 59.6 µM), inactives show at the highest dose activity, negative = inhibition, usual class: inhibitors; 290,000 compounds, 0.71% hits; A8B2U2; AID 2451; also: potency is read from the fitted curve at half-maximal effect; nearly all actives have a fitted effect of over 55% in size
Target sequence (A8B2U2 whole entry, looked up): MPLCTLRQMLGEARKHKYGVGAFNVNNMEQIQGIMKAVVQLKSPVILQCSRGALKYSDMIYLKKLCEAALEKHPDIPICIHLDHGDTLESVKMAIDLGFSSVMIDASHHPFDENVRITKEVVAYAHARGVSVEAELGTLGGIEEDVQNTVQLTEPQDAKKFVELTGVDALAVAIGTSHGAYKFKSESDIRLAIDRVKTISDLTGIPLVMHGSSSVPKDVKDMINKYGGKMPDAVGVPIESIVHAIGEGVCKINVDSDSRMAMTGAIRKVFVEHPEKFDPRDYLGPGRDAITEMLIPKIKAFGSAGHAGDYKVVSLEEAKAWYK
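40 nM FBPA preincubated 10 min at RT with compound (up to 57.5 uM final), then substrate plus GAPDH/TPI/NAD/arsenate coupling and diaphorase/resazurin added. Fluorescence read after 20 min at RT, 525/598 nm.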
HCV inhibitor = HCV inhibition | Huh7.5.1 HCVcc-Cre infection, luciferase reporter, 44 h | Potency, µM (series often up to 41.8 µM), for inactives: at the highest dose activity change, negative = inhibition, actives largely listed as inhibitors | 340,000 compounds, 3.4% hits; also: potency is read from the fitted curve at half-maximal effect
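Antiviral activity was scored by luciferase reporter output from cells infected with HCVcc-Cre (~0.5 moi) in presence of compound, 44 h infection period, cells seeded 1,000/well 4 h prior.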
AmpC inh detg = AmpC beta-lactamase inhibition with detergent present | P00811 | AmpC hydrolysis of nitrocefin, absorbance 480 nm, 0.01% Triton | Potency, µM (series often up to 114 µM), for the others: top-dose activity change, negative = inhibition, actives largely listed as inhibitors | 370,000 compounds, 0.041% hits | AID 485294;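 also: potency is read from the fitted curve at half-maximal effect; 0% = no-compound wells and -100% = no-enzyme wells; nearly all actives have a fitted effect of over 25% in size; some results filed as inactive show a strong effect at the top dose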
Target sequence (P00811 whole entry, looked up): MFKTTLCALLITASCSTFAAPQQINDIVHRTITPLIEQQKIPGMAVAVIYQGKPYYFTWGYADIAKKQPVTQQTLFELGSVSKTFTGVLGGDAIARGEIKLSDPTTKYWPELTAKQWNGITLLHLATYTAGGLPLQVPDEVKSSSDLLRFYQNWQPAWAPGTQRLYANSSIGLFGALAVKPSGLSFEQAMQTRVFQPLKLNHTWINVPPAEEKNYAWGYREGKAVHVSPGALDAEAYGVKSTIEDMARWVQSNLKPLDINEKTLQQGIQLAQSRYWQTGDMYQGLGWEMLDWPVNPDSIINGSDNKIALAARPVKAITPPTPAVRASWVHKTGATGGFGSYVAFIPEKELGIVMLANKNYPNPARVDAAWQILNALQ
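AmpC (5.3 nM in the dispensed reagent) in 20 mM phosphate pH 7.0 with 0.01% (detergent screen) or 0.0001% Triton X-100 was preincubated with compounds for 15 min at room temperature. Nitrocefin was then added from an 800 uM solution, and hydrolysis was followed at 480 nm.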
AMA1 RON2 block = AMA1-RON2 (P. falciparum) interaction inhibition. AlphaScreen AMA1-biotinylated RON2 peptide binding. Potency, µM (series often up to 58.2 µM), for the others: at the top dose activity change, negative = inhibition, most hits filed as inhibitors. 360,000 compounds, 0.2% hits. AID 720542;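 also: potency is read from the fitted curve at half-maximal effect; 0% = vehicle wells and -100% = peptide control; nearly all actives have a fitted effect of over 45% in size; some results filed as inactive show a strong effect at the top dose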
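AMA1 (3D7) with his tag at 25 nM final met compounds first, then biotinylated RON2 peptide at 25 nM; detection used donor plus acceptor beads, 10 µg/mL apiece, read by AlphaScreen after 30 min at room temperature.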
Sm TGR block = blocks Schistosoma mansoni thioredoxin glutathione reductase; Potency, µM (titrated, usually from 114 µM), inactives show at the highest dose activity change, negative = inhibition, actives largely listed as inhibitors; Q962Y6; purified TGR, DTNB reduction, TNB absorbance 405 nm; 360,000 compounds, 3% hits; also: potency is read from the fitted curve at half-maximal effect; nearly all actives have a fitted effect of over 60% in size
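TGR 20 nM + NADPH 100 uM (dispensed conc.), cpd preinc 15 min RT; start with NADPH (500 uM addition) then DTNB (15 mM addition). Kinetic TNB absorbance, 405 nm filter. Four-parameter Hill fit across titration.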
HCMV inh = blocks human cytomegalovirus replication. 410,000 compounds, 4.5% hits. activity change, negative = inhibition, % at 57.5 µM. HFF cells, HCMV-luciferase reporter, 72 h; active compounds read low; in the data active = activity change below about -60%; inconclusive = no clear call, values can overlap the other calls; inactive = above about -39%
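Screen run at 2 compound doses on HFFs infected with reporter HCMV, MOI 1 PFU/cell. Luciferase activity from cell lysates at 72 h post infection gave inhibition relative to buffer-only and Salinomycin wells.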
The depositor's hits bear a star; ? = inconclusive; . = not tested or not shown; [ ] = dose if it differs, or a comment. Unless noted, calls follow the shape of the dose curve; as a rule, active = well fitted curve in the direction sought with a large enough effect; inconclusive = small, poorly fitted or top-dose-only effect, or another doubt; inactive = no such curve, though single readings can be large; an effect the other way counts as inactive or inconclusive. Unless noted, % is scaled to controls: 0 for no effect and ±100 for the full control effect.

Start of the listing, in advance (6 entries):
SMILES	Giardia FBPA inh	HCV inhibitor	AmpC inh detg	AMA1 RON2 block	Sm TGR block	HCMV inh
COC(=O)c1c(-c2ccc(SC)cc2)sc2ccccc12	.	3%	-2%	53%[activator]	-12%	3
CCN(CC)C(=O)Cn1c(=O)n(Cc2ccc(C(=O)NCCCOC)cc2)c(=O)c2ccccc21	.	.	1%	.	-1%	2
O=C(Cc1ccccc1)NCCSC1CCCCC1	5%	17%	-1%	-8%	0%	-13
CCOc1ccc(-c2c(C)nn3c(C)c(C(=O)NC(C)c4ccccc4)cnc23)cc1OCC (stereo unspecified)	.	.	19%	.	-3%	-32
Cc1ccnc(NC(=O)CNC(=O)c2sc3ccccc3c2Cl)c1	.	0%	?	-2%	-7%	4
COC(=O)c1ccc(/C=C/C(=O)c2cccc(OC)c2)cc1	0%	?	-2%	?	-23%	95

All compounds of this part (from the top)
SMILES	Giardia FBPA inh	HCV inhibitor	AmpC inh detg	AMA1 RON2 block	Sm TGR block	HCMV inh
COC(=O)c1c(-c2ccc(SC)cc2)sc2ccccc12	.	3%	-2%	53%[activator]	-12%	3
CCN(CC)C(=O)Cn1c(=O)n(Cc2ccc(C(=O)NCCCOC)cc2)c(=O)c2ccccc21	.	.	1%	.	-1%	2
O=C(Cc1ccccc1)NCCSC1CCCCC1	5%	17%	-1%	-8%	0%	-13
CCOc1ccc(-c2c(C)nn3c(C)c(C(=O)NC(C)c4ccccc4)cnc23)cc1OCC (stereo unspecified)	.	.	19%	.	-3%	-32
Cc1ccnc(NC(=O)CNC(=O)c2sc3ccccc3c2Cl)c1	.	0%	?	-2%	-7%	4
COC(=O)c1ccc(/C=C/C(=O)c2cccc(OC)c2)cc1	0%	?	-2%	?	-23%	95
CC(C)(C)OC(=O)NCC(=O)NCC(=O)OCc1ccccc1	2%	15%	?	-9%	3%	5
COc1ccc(CCN2C(=O)NC(NC(=O)c3ccccc3OC)(C(F)(F)F)C2=O)cc1OC (stereo unspecified)	.	.	22%	.	5%	8
C/C=C/CSc1nc2c(c(=O)[nH]c(=O)n2C)n1CCC	0%	-16%	-3%	-2%	-3%	28
Cc1cccc(N2C(=O)CC(N(O)c3ccccc3)C2=O)c1 (stereo unspecified)	0%	8%	?	4%	?	15
CCOc1ccc(C(=O)NCC2OCCc3ccccc32)cc1 (stereo unspecified)	-6%	?	?	4%	4%	43
CC1CCc2nc3ncn(Cc4ccccc4F)c(=O)c3cc2C1 (stereo unspecified)	.	.	-1%	.	-1%	38
Cc1ccccc1Oc1nc2c(c(=O)n(C)c(=O)n2C)n1C	-1%	24%	4%	-2%	2%	-25
CN(CCc1ccccn1)C(=O)c1ccc(OC2CCN(Cc3ccccn3)CC2)cc1	.	-5%	-3%	45%[activator]	-17%	4
CCCC(=O)NCC(c1ccc2c(c1)OCO2)N1CCOCC1 (stereo unspecified)	.	.	3%	.	7%	10
CC(C)(C)C(=O)N(Cc1nc2ccccc2c(=O)[nH]1)Cc1cccs1	-2%	5%	-5%	36%[activator]	-20%	-24
N#CCc1ccc(NC(=O)Nc2cccc3ccccc23)cc1	-6%	-13%	-2%	-7%	-11%	.
CC(C)C(=O)Nc1ccc2c(c1)Cc1cc(NC(=O)C(C)C)ccc1-2	-1%	-2%	2%	-10%	-2%	23
CCS(=O)(=O)N1CCc2cc(C(=O)Nc3ccc(C)c(Cl)c3)ccc21	.	.	29%	.	5%	9
CCc1ccc(NC(=O)[C@H](Cc2ccccc2)N2Cc3ccccc3C2=O)cc1	.	.	-13%	.	1%	4
Oc1ccc2ccccc2c1C=NCc1ccccc1	?	7%	2%	42%[activator]	?	0
Cc1ccc(S(=O)(=O)C2(C(=O)N3CCCCCC3)CC2)cc1	-1%	12%	-6%	4%	0%	3
COC(=O)CNC(=O)C12CC3(C)CC(C)(CC(C)(C3)C1)C2	1%	25%	1%	5%	-16%	30
Cn1cccc1CC(=O)NNC(=S)Nc1ccccc1Cl	2%	2%	-8%	3%	-6%	31

Among those listed so far, 2 have an aryl thioether with sulfur outside any ring.
SMILES	Giardia FBPA inh	HCV inhibitor	AmpC inh detg	AMA1 RON2 block	Sm TGR block	HCMV inh
COC(=O)c1c(-c2ccc(SC)cc2)sc2ccccc12	.	3%	-2%	53%[activator]	-12%	3
C/C=C/CSc1nc2c(c(=O)[nH]c(=O)n2C)n1CCC	0%	-16%	-3%	-2%	-3%	28

Continuation:
SMILES	Giardia FBPA inh	HCV inhibitor	AmpC inh detg	AMA1 RON2 block	Sm TGR block	HCMV inh
Clc1ncn(CCOc2ccccc2)c1Cl	-8%	29%	9%	?	17%	?
NC(=O)CS(=O)(=O)c1ccc(Cl)cc1	-1%	7%	3%	-12%	8%	-27
O=C(Nc1nnc(-c2ccc(F)cc2)o1)C1CCCN1S(=O)(=O)c1cccs1 (stereo unspecified)	.	6%	?	96%[activator]	5%	5
Cc1ccc(S(=O)(=O)c2nc(NCCCn3ccnc3)sc2Cl)cc1	1%	?	-13%	-13%	5%	3
Cc1cccc(N2CCN(C(=O)C3COc4ccccc4O3)CC2)c1C (stereo unspecified)	4%	?	-4%	-18%	-1%	5
O=C(O)c1ccc(-c2ccco2)n1Cc1ccccc1	15%	-5%	-1%	0%	?	-6
CCOC(=O)CSc1nnc(CSc2nc3ccccc3s2)n1C	4%	25%	-1%	2%	3%	17
Cc1ccc(-c2cc(C(F)(F)F)n3nc(C(=O)N4CCN5CCCC5C4)cc3n2)cc1 (stereo unspecified)	10%	?	-7%	12%	-21%	-24
C=C(CC)C(=O)c1ccc(OCC(=O)O)c(Cl)c1Cl	?	26%	-4%	-4%	35µM*	?
CCCCOc1ccc(N=Cc2ccc[nH]2)cc1	-2%	11%	-10%	-25%	7%	10
O=C(O)C(=O)/C(=C\c1ccccc1)c1ccc2ccccc2n1	0%	17%	-12%	-3%	0%	176
COC(=O)c1cccc(NC(=O)Nc2ccc(Cl)cc2Cl)c1	1%	?	13%	-7%	2%	2
Cc1ccc(O)c(NC2=C(Cl)C(=O)N(Cc3ccccc3)C2=O)c1	-25%	-19%	6%	22%	.	-2
N#C/C(=C\c1ccc(C#N)cc1)C(=O)N1CCCC1	0%	.	?	.	5%	.
CCOC(=O)N1CCN(Cc2c(F)cccc2F)CC1	-22%	26%	-10%	-11%	8%	3
COc1ccccc1CNC(=O)CSCc1nc(-c2ccc(OC)c(OC)c2)oc1C	.	.	?	.	?	-12
COC(=O)c1ccccc1NS(=O)(=O)c1ccc(O)c(C(=O)O)c1	?	13%	0%	5%	5%	-1
O=C(Nc1cccc(C(=O)O)c1)/C(=C\c1ccco1)NC(=O)c1ccccc1	-13%	11%	-8%	0%	?	1
CCCCn1c2ccc(F)cc2c2nnc(SCCN(CC)CC)nc21	.	.	-1%	.	2%	?
COc1ccc(S(=O)(=O)NCc2cc(=O)n(C)c(=O)n2C)cc1C	5%	20%	?	-4%	-9%	7
Cc1ccccc1Cn1c2ccccc2c2cnn(CC(=O)NCC(C)c3ccccc3)c(=O)c21 (stereo unspecified)	.	.	24%	.	0%	-1
COc1ccccc1/C=N/Nc1nccnc1Cl	-17%	-15%	-15%	5%	-13%	-12
O=C(c1ccc2c(=O)n(C3CCCC3)c(=S)[nH]c2c1)N1CCc2ccccc21	3%	?	?	51%[activator]	9%	36
COc1ccc(C(CNS(=O)(=O)c2ccc(NC(C)=O)c(OC)c2)N2CCCC2)cc1 (stereo unspecified)	.	-16%	.	8%	.	-24
O=[N+]([O-])c1cccc(S(=O)(=O)N2CCC(c3nc(-c4ccncc4)no3)CC2)c1	3%	?	0%	22%	-10%	18
Cc1ccc(-n2nnc3c(=O)n(Cc4ccccc4C)cnc32)cc1	4%	9%	-13%	-5%	8%	5
CN(C)C(CNC(=O)CCCc1c[nH]c2ccccc12)c1ccco1 (stereo unspecified)	0%	-5%	1%	0%	?	-27
Cc1cc(Br)ccc1NC(=O)c1ccc(-n2cncn2)c([N+](=O)[O-])c1	.	-4%	-15%	-5%	0%	-23
Cn1c2ccccc2c2ncn(Cc3ccco3)c(=O)c21	0%	?	?	-10%	?	57
COc1ccc(CNCc2ccccc2[N+](=O)[O-])cc1OC	-27%	10%	?	-23%	-1%	-12
CC(=O)c1ccc(NC(=O)C2(c3ccccc3)CC2(Cl)Cl)cc1 (stereo unspecified)	-11%	12%	-5%	6%	6%	54
CCC(=O)Nc1ccccc1C(=O)NC1CCCCC1	3%	6%	0%	4%	?	-110*
O=C(CC1SC(=NCC2CCCO2)NC1=O)Nc1cccc2ccccc12 (stereo unspecified)	1%	1%	-7%	-4%	4%	2
COC(=O)CCN(C(=O)c1ccc(N2CCCC2)c([N+](=O)[O-])c1)c1ccccn1	-5%	-6%	-3%	34%[activator]	15%	2
Nc1ccc2c(C(F)(F)F)cc(C(F)(F)F)nc2n1	?	-10%	6%	1%	-6%	-23
Clc1ccc(CNc2cnccn2)cc1	0%	-3%	6%	-25%	3%	?
O=C(NN=Cc1ccccc1Cl)c1ccc(-n2cnnn2)cc1	.	?	.	7%	.	39
CN(C)c1nn(C(=O)Nc2cccc(C(F)(F)F)c2)cc1-c1ccccc1	1%	-28%	?	-11%	7%	-14
Cc1ccc2[nH]c(C)c(CCNCc3cccnc3)c2c1	?	-17%	-1%	5%	1%	0
CCc1nn2c(N(C)CCO)cc(C)nc2c1-c1ccc(F)cc1	1%	-16%	-6%	-1%	3%	9
CC(=O)NCC12CC3CC(C1)CC(C(=O)O)(C3)C2	-4%	-6%	-8%	-2%	2%	6
c1ccc(-c2cc(-c3ccccc3)[n+](-c3ccccc3)c(-c3ccccc3)c2)cc1	6%	?	3%	-7%	11%	-101*
CCC(C(=O)OCC(=O)N1CCN(c2ccc(OC)cc2)CC1)c1ccccc1 (stereo unspecified)	.	0%	-1%	-9%	3%	-15
COc1ccc(Oc2cccc(Cl)c2CNC(=O)CCCC(=O)O)cc1	13%	13%	?	17%	8%	56
COC(=O)c1cc(S(=O)(=O)NC2CCN(Cc3ccccc3)CC2)cn1C	-2%	8%	10%	8%	3%	14
COC12CCC3(CC1C(C)(O)C(C)(C)C)[C@H]1Cc4ccc(OC5OC(C(=O)O)[C@@H](O)C(O)[C@H]5O)c5c4[C@@]3(CCN1CC1CC1)C2O5 (stereo partly specified)	.	?	.	11%	.	?
O=C(CCNS(=O)(=O)c1ccccc1F)N1CCN(C/C=C/c2ccccc2)CC1	.	?	-6%	7%	6%	-22
CN(C)CCn1c(NCc2ccc3c(c2)OCO3)nc2ccccc21	28µM*	5%	-11%	0%	-10%	15
Cn1nc([N+](=O)[O-])nc1Oc1ccccc1N	-15%	5%	-4%	2%	-18%	-6
CC[n+]1c(-c2ccc(C)cc2)csc1Nc1c(C)n(C)n(-c2ccccc2)c1=O	10%	?	5%	0%[2.32 µM]	-1%	-88*
COCCNC(=O)c1cc(-c2ccccc2)nn1CC1CC(c2cccnc2)=NO1 (stereo unspecified)	.	?	.	3%	.	-12
O=C1c2cccnc2C(=O)N1Cc1ccc(S(=O)(=O)N2CCOc3ccc(Cl)cc32)cc1	.	8%	2%	22%	-13%	.

Compound activity: PubChem, National Center for Advancing Translational Sciences (NCATS)

Compounds were not picked by outcome; overall some 9.3% were active at least once.
